BAZ2B inh – inhibitors of human BAZ2B bromodomain; AlphaScreen BAZ2B-H3K14Ac peptide displacement; Potency, µM (doses to about 114 µM), for inactives: at the top dose activity change, negative = inhibition, actives largely listed as inhibitors; 360,000 tested, 4.4% active; note: potency is the fitted concentration of half-maximal effect; % is set by controls: 0 for no effect and ±100 for the full control effect; nearly all actives have a fitted effect of over 60% in size
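AlphaScreen displacement: compounds (up to 110uM) incubated 30 min at room temperature with a preformed 50 nM BAZ2B/50 nM biotinylated H3K14Ac peptide complex in PBS pH 7.4 with Tween-20. Donor and acceptor beads at 10 ug/mL final added, 20 min light-protected before reading.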
JMJD2A Tudor – inhibitors of human JMJD2A Tudor domain; O75164; AlphaScreen JMJD2A-Tudor / H3K4me3 peptide binding; Potency, µM (series often up to 114 µM), without a hit: top-dose activity change, negative = inhibition, most hits filed as inhibitors; 390,000 tested, 4.4% active; note: potency is the fitted concentration of half-maximal effect; % is set by controls: 0 for no effect and ±100 for the full control effect; nearly all actives have a fitted effect of over 50% in size
GLS inhibitor – blocks human kidney-isoform glutaminase activity. O94925. GLS enzymatic activity, qHTS titration. Potency, µM (highest dose often 45.5 µM), for inactives: top-dose activity change, negative = inhibition, most hits filed as inhibitors. 410,000 tested, 0.21% active; note: potency is the fitted concentration of half-maximal effect; % is set by controls: 0 for no effect and ±100 for the full control effect
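Read-out is an Amplex red fluorescence increase coupled through glutamate oxidase and HRP, measured before and after 30 min room-temperature incubation. hKGA is in 45 mM KH2PO4 (pH 8.2) with 0.02% Tween-20; glutamine added as 1mM solution.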
PGK inhibitor – inhibitors of T. brucei phosphoglycerate kinase; P07378; PGK/GAPDH coupled, Kinase-Glo luminescence, 60 min; 380,000 tested, 0.043% active; Potency, µM (doses to about 57.5 µM), without a hit: top-dose activity change, negative = inhibition, actives largely listed as inhibitors; AID 602233; note: potency is the fitted concentration of half-maximal effect; % is set by controls: 0 for no effect and ±100 for the full control effect; nearly all actives have a fitted effect of over 60% in size
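Recombinant glycosomal PGK reaction used 1,3-bisphosphoglycerate generated in-well by GAPDH (100nM final) in 100mM TEA pH 7.6, 5mM MgCl2, 0.01% Tween-20. After 60 minutes at room temperature, ATP was read by Kinase-Glo Plus luminescence end-point.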
PI4K2A block – PI4K2A (human) kinase inhibition | purified PI4K2A, ADP-Glo luminescence, 1 h; active compounds read low | activity change, negative = inhibition, % at 76.9 µM | 420,000 tested, 0.13% active | AID 1346378; in the data active = activity change below about -50%; inconclusive = mostly about -30% to -49%;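 note: -100% = wells without enzyme as full effect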
Target sequence (Q9BTU6 whole entry, looked up): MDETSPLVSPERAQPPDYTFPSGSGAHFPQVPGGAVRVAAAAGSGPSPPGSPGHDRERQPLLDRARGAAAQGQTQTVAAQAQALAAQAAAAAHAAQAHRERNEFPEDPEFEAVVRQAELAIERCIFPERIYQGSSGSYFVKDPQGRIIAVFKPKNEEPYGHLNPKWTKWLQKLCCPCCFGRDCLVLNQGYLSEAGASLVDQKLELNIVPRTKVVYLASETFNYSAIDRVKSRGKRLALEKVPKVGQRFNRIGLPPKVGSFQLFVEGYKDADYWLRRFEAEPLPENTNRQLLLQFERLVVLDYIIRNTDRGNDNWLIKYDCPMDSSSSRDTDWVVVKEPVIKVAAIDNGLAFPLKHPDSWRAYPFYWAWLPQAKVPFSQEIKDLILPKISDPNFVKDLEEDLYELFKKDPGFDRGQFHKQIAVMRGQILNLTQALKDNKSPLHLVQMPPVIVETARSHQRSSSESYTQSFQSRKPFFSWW
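PI4K2A activity was measured by ADP-Glo luminescence: enzyme (4 ug/mL stock) and phosphatidylinositol (1.2 mM stock) in Tris pH 7.5/MgCl2/EGTA/Triton X-100 buffer were reacted with ATP (300 microM stock) for one hour at ambient temperature.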
G9a block – G9a (human) methyltransferase inhibition | Q96KQ7 | G9a H3K9 monomethylation, AlphaScreen, 2 h | Potency, µM (top dose mostly 102 µM), without a hit: at the highest dose activity, negative = inhibition, actives largely listed as inhibitors | 350,000 tested, 8.8% active | AID 504332; note: potency is the fitted concentration of half-maximal effect; % is set by controls: 0 for no effect and ±100 for the full control effect; nearly all actives have a fitted effect of over 75% in size
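G9a (20 nM) preincubated 15 min RT with compounds, then 500 nM biotinylated H3K9 peptide and 20 uM SAM added; 2 h RT reaction. Monomethyl-H3K9 product detected by AlphaScreen with anti-H3K9me1 antibody, streptavidin donor and anti-rabbit IgG acceptor beads.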
ERG Ets-DNA blk – blocks human ERG Ets domain binding to DNA; AID 624246; fluorescence polarization, His-ERG Ets domain / labelled DNA; 370,000 tested, 0.028% active; Potency, µM (doses to about 76.9 µM), for inactives: at the top dose FP activity, negative = inhibition, hits mostly inhibitors; active = well fitted inhibition curve with a large enough effect in the polarisation, with a control signal flat; inconclusive = small, poorly fitted or top-dose-only effect, or effect the other way, or a change in a side signal; inactive = no such curve, though single readings can be large or run the other way; the % refers to the polarisation;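 note: polarization taken with two DNA probes labelled with fluorescein and Texas red; potency is the fitted concentration of half-maximal effect; % of control where 0% means no effect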
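His-tagged ERG Ets domain (1 uM in the protein solution; 300mM KCl, 50mM Tris-HCl, 1mM EDTA, 1mM DTT, pH 7.5) received compound, then a probe mix of 5 nM fluorescein-DNA and 100nM Texas-615-DNA. Fluorescence polarization was read for both dyes.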
Pin1 inhibitor – blocks the human prolyl isomerase Pin1; AID 504891; 390,000 tested, 0.009% active; Pin1 FP peptide displacement, HiFluor488, 10 min; Potency, µM (highest dose often 115 µM), for the others: at the top dose activity, negative = inhibition, most hits filed as inhibitors; active = well fitted inhibition curve with a large enough effect in the polarisation, with a control signal flat, not every such curve was filed as active; inconclusive = small, poorly fitted or top-dose-only effect, or effect the other way, or a change in a side signal; inactive = no such curve, though single readings can be large or run the other way; the % refers to the polarisation; note: potency is the fitted concentration of half-maximal effect; % is set by controls: 0 for no effect and ±100 for the full control effect
Target sequence (Q13526 whole entry, looked up): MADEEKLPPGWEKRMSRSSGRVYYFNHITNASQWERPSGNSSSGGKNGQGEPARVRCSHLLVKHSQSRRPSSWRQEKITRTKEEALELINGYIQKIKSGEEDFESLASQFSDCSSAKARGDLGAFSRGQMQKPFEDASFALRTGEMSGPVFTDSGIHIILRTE
HP1b binding inh – HP1-beta chromodomain-methylated histone interaction inhibition; P83916; AlphaScreen HP1-beta / biotin-H3K9me3 peptide binding; Potency, µM (titrated, usually from 114 µM), for the others: top-dose activity change, negative = inhibition, actives largely listed as inhibitors; 390,000 tested, 0.56% active; note: potency is the fitted concentration of half-maximal effect; nearly all actives have a fitted effect of over 70% in size; inactives centre near 23
Target sequence (P83916 whole entry, looked up): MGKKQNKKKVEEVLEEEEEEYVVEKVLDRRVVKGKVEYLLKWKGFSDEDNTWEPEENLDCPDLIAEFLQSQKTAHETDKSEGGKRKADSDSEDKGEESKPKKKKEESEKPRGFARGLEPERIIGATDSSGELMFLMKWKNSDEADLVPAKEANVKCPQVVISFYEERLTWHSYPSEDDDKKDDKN
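AlphaScreen: HP1-beta (50 nM) preformed 30 min with biotin-H3(1-18)K9me3 peptide (50 nM) in PBS pH 7.4, 0.01% Tween-20. Compound added for 30 min at RT, then streptavidin donor/nickel chelate acceptor beads (10 ug/mL) for 30 min.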
Numbers without * were called inactive; i = inactive; ? = inconclusive; . = not tested or not shown; [ ] = dose if it differs, or a comment. Unless noted, calls come from the whole dose curve; as a rule, active = well fitted curve in the direction sought with a large enough effect; inconclusive = small, poorly fitted or top-dose-only effect, or another doubt; inactive = no such curve, though single readings can be large; an effect the other way counts as inactive or inconclusive. Compounds as they come; overall some 11% were active at least once.

SMILES | BAZ2B inh | JMJD2A Tudor | GLS inhibitor | PGK inhibitor | PI4K2A block | G9a block | ERG Ets-DNA blk | Pin1 inhibitor | HP1b binding inh
CC1CC(C)CN(C(=O)COC(=O)Cc2ccc(Br)cc2)C1 (stereo not drawn) | 10% | -23% | 6% | -8% | 6 | 11% | 7% | -7% | 24%
COc1ccc(-c2cc(CNS(=O)(=O)c3ccccc3)on2)cc1 | 7% | 3% | 3% | 5% | -3 | 35% | 4% | 1% | 6%
COc1ccc(N2CCN(C(=O)c3ccc(CS(=O)(=O)c4ccccc4C)o3)CC2)cc1 | -2% | -4% | 2% | -2% | 2 | 6% | 5% | 3% | 21%
O=C(Nc1c(C(=O)C2CC2)oc2ccccc12)c1ccc(Cl)cc1 | 15% | -10%[57.1 µM] | -4% | -1% | -5 | 56%[activator][59 µM] | ? | -2% | 95%[activator]
Cn1c(N)c(C(=O)COC(=O)C2(c3ccc(Cl)cc3)CCCC2)c(=O)n(C)c1=O | -6% | 3.2µM* | ? | -1% | 4 | -2%[12.7 µM] | -3% | -2% | -6%
CCOc1cc(C=O)cc(Br)c1OCC(N)=O | -16% | 3% | -1% | . | 2 | 2% | -4% | ? | 51%[activator]
COc1ccc(CNC(=O)CN=C2NC(=O)C(c3ccccc3)(c3ccccc3)N2)cc1 | -2% | -14% | 2% | -4% | 4 | 0%[59 µM] | -6% | 2% | 7%
CCO/N=C/c1ccc(OC)c(Oc2nc(OC)cc(OC)n2)c1 | 40%[activator] | 36%[activator] | 4% | -5% | 2 | 18% | 12% | 5% | 44%[activator]
CC(C)(C#CCN1CCCC1)OCCC#N | -4% | -10% | 15% | 6% | 5 | 23% | 6% | -1% | 46%[activator]
COc1cccc(S(=O)(=O)N2CCOCC2)c1 | 6% | -12% | -4% | i | 1 | -18% | 3% | 5% | 39%[activator]
CCC1([N+](=O)[O-])COC(c2ccc(Cl)cc2)OC1 (stereo not drawn) | . | 6% | 0% | i | -2 | . | -1% | 12% | 52%[activator]
c1cncc(CNC2CCCc3ccccc32)c1 (stereo not drawn) | 4% | ? | 5% | -1% | 3 | 45µM* | -3% | 1% | 23%
c1ccc(-n2cc(CN3CCC(N4CCOCC4)CC3)c(-c3ccc4c(c3)OCO4)n2)cc1 | -5% | -21% | 8% | 3% | 2 | 5% | -8% | -2% | -13%
COc1ccc(-c2[nH]ncc2CNCCn2cccn2)c(F)c1 | 4% | -6% | 3% | i | -2 | . | 1% | -5% | 23%[57 µM]
COc1ccc(/C=C2\SC(=S)N(CCCC(=O)NC3CCCC3)C2=O)cc1OC | . | -2% | 0% | 6% | 1 | . | -1% | ? | 20%
CC(OC(=O)CSc1ccc([N+](=O)[O-])cc1)C(=O)NC1CC1 (stereo not drawn) | -5% | -16% | 15% | -7% | 2 | 9%[12.7 µM] | 25%[15.4 µM] | -6% | 22%
COc1cc(C(=O)Nc2cccc(S(=O)(=O)N3CCCC3)c2)cc(OC)c1C | -38% | -29% | -2% | -9% | -5 | 32µM* | -4% | 10% | 6%
Cc1nc2nc(CNC(=O)OC(C)(C)C)nn2c(C)c1CCC(=O)Nc1ccc2c(c1)OCO2 | ? | -28% | 2% | 1% | -3 | . | 0% | -1% | 11%
N#CC(C(=O)NC1CC1)c1nc2ccccc2nc1N1CCN(C/C=C/c2ccccc2)CC1 (stereo not drawn) | 8% | -16% | 1% | i | 1 | 8%[59 µM] | -3% | ? | 8%
COc1cccc(S(=O)(=O)Nc2ccc(C(=O)NCc3ccco3)cc2)c1 | -3% | -28% | 5% | -9% | 1 | -24%[59 µM] | -3% | 4% | 21%
Cc1ccnc(NC(=O)c2ccc(S(=O)(=O)NCc3ccco3)cc2)c1 | -1% | -10% | -2% | -7% | 0 | -37% | 1% | 0% | 26%
O=C(Cn1cc2c(n1)CCCC2)NC1CCN(Cc2ccccc2)CC1 | 13% | -11% | 5% | -7% | -3 | -21% | -5% | -6% | 37%
CCSc1nnc(-c2ccncc2)n1Cc1ccccc1 | 0% | -9% | ? | -9% | -3 | -4%[2.33 µM] | -8% | -4% | 14%
NC(=O)CSc1nc2scc(-c3ccc(Cl)cc3)c2c(=O)n1Cc1ccccc1 | -3% | -3% | -7% | -3% | -1 | -13% | -2% | -4% | 31%
O=C(c1cccc(O)c1)N1CCN(C(=O)C2CC2)CC1 | . | -5% | 5% | 5% | 2 | . | -2%[15.4 µM] | -2% | 21%

Rewritten as labelled records: entries from further up
O=C(Cn1cc2c(n1)CCCC2)NC1CCN(Cc2ccccc2)CC1
  BAZ2B inh: 13%; JMJD2A Tudor: -11%; GLS inhibitor: 5%; PGK inhibitor: -7%; PI4K2A block: -3; G9a block: -21%; ERG Ets-DNA blk: -5%; Pin1 inhibitor: -6%; HP1b binding inh: 37%
COc1cccc(S(=O)(=O)Nc2ccc(C(=O)NCc3ccco3)cc2)c1
  BAZ2B inh: -3%; JMJD2A Tudor: -28%; GLS inhibitor: 5%; PGK inhibitor: -9%; PI4K2A block: 1; G9a block: -24%[59 µM]; ERG Ets-DNA blk: -3%; Pin1 inhibitor: 4%; HP1b binding inh: 21%

Later entries:
SMILES | BAZ2B inh | JMJD2A Tudor | GLS inhibitor | PGK inhibitor | PI4K2A block | G9a block | ERG Ets-DNA blk | Pin1 inhibitor | HP1b binding inh
COc1cc2[nH]c(=O)n(CCCCCC(=O)NCCCN3CCC(C)CC3)c(=O)c2cc1OC | 0% | -20% | 5% | i | -3 | -4%[59 µM] | -2% | -5% | 28%
O=C(CCCCl)NC(=S)Nc1ccc(N2CCOCC2)cc1 | -16% | -19% | 40%[activator] | 9% | 3 | . | -10% | 0% | 19%
Cc1occc1-c1nnc(SCC(=O)Nc2c(F)cccc2F)n1C | 2% | -12% | -11% | i | 3 | -25% | -4% | -8% | 35%
Nc1nnnn1/N=C/c1ccc(O)cc1 | 6% | 6% | 31%[activator] | -26% | -27 | 3%[59 µM] | 11% | -7% | 28%
COc1ccc(-c2nnc(SCc3cccc(Cl)c3)o2)cc1 | 319%[activator] | 59%[activator] | 5% | -9% | -3 | 315%[activator][59 µM] | -3% | 0% | 205%[activator]
O=C(NC1CC2CCC(C1)N2Cc1nnnn1Cc1ccco1)NC12CC3CC(CC(C3)C1)C2 (stereo not drawn) | 2% | -5% | -26% | -10% | 4 | 2%[12.7 µM] | 3% | 4% | 50%[activator]
Brc1c(CSc2nncc3ccccc23)nc2ccccn12 | -19% | -18% | 0% | -3% | 2 | 7% | -12% | -7% | 22%
CCN1CCN(c2ccc(NC(=O)c3cccnc3)cc2Cl)CC1 | 10% | -7%[57.1 µM] | 1% | -2% | -1 | 2%[59 µM] | 3% | -11% | 18%
COc1ccccc1/C=C(/C(=O)OCC(=O)Nc1ccc(N(C)C)cc1)c1ccccc1 | 10µM* | ? | 34%[activator] | -5% | -2 | 10µM* | 1% | ? | ?
Cc1ccc(C)c(NS(=O)(=O)c2ccc3c(c2)NC(=O)CCS3)c1 | -14% | -24% | 6% | -18% | 10 | 16%[0.0925 µM] | -4% | -1% | 31%
COc1cc(CN2CCNC(=O)C2CC(=O)N(C)CCN2CCOCC2)cc(OC)c1 (stereo not drawn) | 1% | -20% | -4% | -9% | -8 | -11%[12.7 µM] | -3% | -24% | 7%
CCC1=Nc2cc(C(=O)NCCCOC(C)C)ccc2Sc2ccc(C)cc21 | ? | -26% | -2% | -3% | 0 | 2%[59 µM] | 0% | -5% | -10%
O=C(NNC(=O)c1cnccc1C(F)(F)F)c1cccc(Cl)c1 | 2% | -7% | 3% | i | 0 | 10% | -1% | -7% | 50%[activator]
O=C(COC(=O)Cc1ccc(Cl)cc1)Nc1ccc(OC(F)F)cc1 | 3% | ? | 1% | -4% | 5 | 19%[59 µM] | -5% | -10% | 13%

Arranged by length of the SMILES (low to high): part of the list above.
SMILES | BAZ2B inh | JMJD2A Tudor | GLS inhibitor | PGK inhibitor | PI4K2A block | G9a block | ERG Ets-DNA blk | Pin1 inhibitor | HP1b binding inh
CCN1CCN(c2ccc(NC(=O)c3cccnc3)cc2Cl)CC1 | 10% | -7%[57.1 µM] | 1% | -2% | -1 | 2%[59 µM] | 3% | -11% | 18%
Cc1occc1-c1nnc(SCC(=O)Nc2c(F)cccc2F)n1C | 2% | -12% | -11% | i | 3 | -25% | -4% | -8% | 35%
O=C(COC(=O)Cc1ccc(Cl)cc1)Nc1ccc(OC(F)F)cc1 | 3% | ? | 1% | -4% | 5 | 19%[59 µM] | -5% | -10% | 13%

Results in PGK inhibitor and HP1b binding inh, for some of the entries so far:
compound	PGK inhibitor	HP1b binding inh
O=C(NC1CC2CCC(C1)N2Cc1nnnn1Cc1ccco1)NC12CC3CC(CC(C3)C1)C2 (stereo not drawn)	-10%	50%[activator]
O=C(NNC(=O)c1cnccc1C(F)(F)F)c1cccc(Cl)c1	i	50%[activator]
Brc1c(CSc2nncc3ccccc23)nc2ccccn12	-3%	22%

Screens from PubChem BioAssay.
